Source: PubChem (The Scripps Research Institute Molecular Screening Center)
GPR151 ag – activates the human receptor GPR151. AID 1508602. PathHunter beta-arrestin GPR151 cells, luminescence. activation, % at 11.2 µM. 1% of 650,000 active; in the data active = activation above about 4.9%;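 note: 0% = median of compound wells and 100% = cells with positive control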
Target sequence (Q8TDV0 whole entry, looked up): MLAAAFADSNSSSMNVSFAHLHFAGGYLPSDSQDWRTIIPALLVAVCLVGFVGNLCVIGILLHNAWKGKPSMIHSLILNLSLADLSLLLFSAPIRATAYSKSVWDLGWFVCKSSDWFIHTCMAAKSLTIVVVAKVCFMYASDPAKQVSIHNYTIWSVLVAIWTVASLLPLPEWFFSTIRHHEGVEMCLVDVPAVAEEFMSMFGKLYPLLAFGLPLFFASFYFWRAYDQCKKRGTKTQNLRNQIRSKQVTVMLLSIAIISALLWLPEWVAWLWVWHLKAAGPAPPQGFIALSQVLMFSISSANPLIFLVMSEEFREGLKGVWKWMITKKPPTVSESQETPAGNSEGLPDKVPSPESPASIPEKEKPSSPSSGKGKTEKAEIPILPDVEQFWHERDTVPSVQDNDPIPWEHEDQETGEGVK
FBW7 act – activators of human E3 ligase FBW7; Q969H0; normalized activity (activation), % at 26.1 µM; AlphaScreen FBW7–phospho-cyclin E peptide binding, activator screen; 0.13% of 650,000 active; AID 1259310; in the data active = normalized activity above about 1.9%;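 note: purified mutant Fbw7 with reduced substrate affinity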
TEAD-YAP block – TEAD-YAP interaction inhibition. inhibition, % at 9.12 µM. HEK-TIYL cells, TEAD-Gal4/YAP UAS-luciferase luminescence. 1.4% of 640,000 active. AID 1259422; in the data active = inhibition above about 32%;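 note: 0% = median of test compound wells and 100% = reference inhibitor wells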
MITF primary – inhibitors of human MITF | AlphaScreen MITF homodimerization, bead proximity signal | inhibition, % at 2.6 µM | 0.91% of 650,000 active; in the data active = inhibition above about 50%;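 note: 0% = vehicle wells with protein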
Target sequence (O75030 whole entry, looked up): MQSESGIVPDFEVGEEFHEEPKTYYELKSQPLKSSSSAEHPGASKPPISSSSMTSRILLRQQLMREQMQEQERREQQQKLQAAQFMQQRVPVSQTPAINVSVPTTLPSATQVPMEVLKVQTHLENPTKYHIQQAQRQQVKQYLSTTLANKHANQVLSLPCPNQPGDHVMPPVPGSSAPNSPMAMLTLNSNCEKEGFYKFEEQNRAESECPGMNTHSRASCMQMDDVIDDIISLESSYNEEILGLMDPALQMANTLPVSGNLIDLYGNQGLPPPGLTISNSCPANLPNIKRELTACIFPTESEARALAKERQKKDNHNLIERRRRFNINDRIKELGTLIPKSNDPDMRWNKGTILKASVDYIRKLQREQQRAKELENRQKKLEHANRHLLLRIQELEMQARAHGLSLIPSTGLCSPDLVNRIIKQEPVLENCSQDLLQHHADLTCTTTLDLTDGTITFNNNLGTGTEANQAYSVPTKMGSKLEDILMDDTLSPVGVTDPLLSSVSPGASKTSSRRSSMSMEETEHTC
* marks the source's active call; other numbers are inactive results; & = joins results of further samples. Compounds as they come; 3.4% or so of the library scored in one or more.

compound	GPR151 ag	FBW7 act	TEAD-YAP block	MITF primary
CCOC(=O)/C=C/C(=O)OCC(=O)c1ccc(Cl)s1	0.8	-0.1	8	2
Cc1nc2sc(C(c3ccccc3Cl)N3CCC(C(N)=O)CC3)c(O)n2n1 (centres undefined)	-0.7	0.0	-5	6
O=S1(=O)CC2N=C(Nc3ccccc3Cl)SC2C1 (centres undefined)	-0.1	0.0	13	6
CCNc1nc(NC2CCN(Cc3ccccc3)CC2)c2ncn(-c3ccsc3)c2n1	0.2	0.0	14	-2
CC(C)C(NC(=O)C1CCCCC1)C(=O)NC1CCN(Cc2ccccc2)CC1 (centres undefined)	-0.2	0.0	4	2
CN1CCCc2cc(C(CNC(=O)Cc3ccc(F)cc3)N3CCCC3)ccc21 (centres undefined)	0.3	-0.1	1	-3
O=C(N/N=C/c1c(O)[nH]c(=S)[nH]c1=O)c1cccc([N+](=O)[O-])c1	-1.6	-1.1	7	28
O=C(Cc1cccc2ccccc12)NCC1CCC2(CCN(C(=O)c3ccoc3)CC2)O1 (centres undefined)	0.3	0.4	3	-3

(continued)
compound	GPR151 ag	FBW7 act	TEAD-YAP block	MITF primary
O=C(Nc1ccc(F)cc1)NC1(C(F)(F)F)Oc2ccccc2O1	2.1	0.6	-6	5
O=C1NC(=O)/C(=C\c2ccc(N3CCCC3)cc2)N1	-0.2	-0.1	-52	-6
COP(=O)(CN(Cc1ccccc1)C(=O)Nc1ccc(C)c(C)c1)OC	-0.4	0.0	-12	-2
Cc1cccc(N2CCN(c3ncnc4c3c(-c3ccccc3)cn4-c3ccc(Br)cc3)CC2C)c1 (centres undefined)	-1.1	0.6	-5	1
Cc1nn(S(=O)(=O)c2ccccc2)c(-c2ccccc2)c1Sc1ccccc1	-0.2	0.0	-4	6
CCOC(=O)C1=C(C)NC(=S)NC1c1cn(-c2ccccc2)nc1-c1ccc(Cl)cc1 (centres undefined)	-0.7	0.1	3	5
C/C(C=O)=C\c1cc(Cl)cc([N+](=O)[O-])c1O	-0.9	0.1	0	10
NS(=O)(=O)c1ccc(NC(=S)N2CCCCCC2)cc1	0.8	-0.2	-1	-7

In the list so far, these contain sulfur:
compound	GPR151 ag	FBW7 act	TEAD-YAP block	MITF primary
CCOC(=O)/C=C/C(=O)OCC(=O)c1ccc(Cl)s1	0.8	-0.1	8	2
Cc1nc2sc(C(c3ccccc3Cl)N3CCC(C(N)=O)CC3)c(O)n2n1 (centres undefined)	-0.7	0.0	-5	6
O=S1(=O)CC2N=C(Nc3ccccc3Cl)SC2C1 (centres undefined)	-0.1	0.0	13	6
CCNc1nc(NC2CCN(Cc3ccccc3)CC2)c2ncn(-c3ccsc3)c2n1	0.2	0.0	14	-2
O=C(N/N=C/c1c(O)[nH]c(=S)[nH]c1=O)c1cccc([N+](=O)[O-])c1	-1.6	-1.1	7	28
Cc1nn(S(=O)(=O)c2ccccc2)c(-c2ccccc2)c1Sc1ccccc1	-0.2	0.0	-4	6
CCOC(=O)C1=C(C)NC(=S)NC1c1cn(-c2ccccc2)nc1-c1ccc(Cl)cc1 (centres undefined)	-0.7	0.1	3	5
NS(=O)(=O)c1ccc(NC(=S)N2CCCCCC2)cc1	0.8	-0.2	-1	-7

Other records
compound	GPR151 ag	FBW7 act	TEAD-YAP block	MITF primary
Oc1ccc(Br)cc1C1CC(c2ccc(Br)cc2)=NC(c2ccc(Cl)cc2Cl)N1 (centres undefined)	1.1	0.1	12	-6
Cc1c(C(=O)Nc2ccc(F)c(Cl)c2)sc2ncnc(N3CCN(c4ccccc4F)CC3)c12	1.0	0.0	-9	-4
CCc1ccc(OCC(=O)Nc2ccccc2C#N)cc1	2.4	0.2	-50	-9
COc1cccc(C=Nc2ccccc2F)c1O	0.0	-0.1	16	-1
COc1cccc2cc(C3=Nn4c(nnc4-c4cccc(F)c4)SC3)c(=O)oc12	0.6	0.0	5	3
COc1ccc(OC)c(Nc2nc(C)nc3sc(C)cc23)c1	-0.3	0.0	26	-2
COc1ccc(C(=O)N2CCN(C)CC2)cc1I	1.4	0.0	11	-1
Cc1ccc(-n2cc(C(=O)N3CCN(c4ccc(F)cc4)CC3)c3ccccc3c2=O)cc1C	-0.3	0.0	2	0

More results
compound	GPR151 ag	FBW7 act	TEAD-YAP block	MITF primary
Clc1ccc(Cl)c(NCn2nnc3ccccc32)c1	-1.6	0.0	-5	2
Cc1cc2c(o1)c1cnn(CC(=O)O)c(=O)c1n2C(C)C	-0.4	0.1	2	9
Cc1ccc(C(=O)NCC(=O)c2ccccc2)cc1	-3.8	0.1	-6	13
CC(C)CCN1CCN2C(=O)[C@H]([C@@H](C)OCc3ccccc3)NC(=O)[C@H]2C1	1.2	-0.5	4	-1
Cc1cc(C)c(C(=O)CSC2=NC(N)=C(C#N)C3(CCCCC3)C2C(N)=O)cc1C (centres undefined)	-0.9	-0.2	0	0
COc1cc(/C=C2/SC(=Nc3ccccc3)N(Cc3ccccc3)C2=O)ccc1OCc1cccc(C)c1	-1.0	1.1	5	3
CCC(=O)N(C)c1nc(-c2ccc(F)cc2)cs1	0.1	0.1	-62	5
Cc1ccc(C(=O)C(C)OC(=O)c2ccc3c(c2)C(=O)N(C2CCCCC2)C3=O)cc1 (centres undefined)	0.3	0.1	10	4

(continued)
compound	GPR151 ag	FBW7 act	TEAD-YAP block	MITF primary
COc1ccc(-n2nc([N+](=O)[O-])c(=NCc3ccc(F)cc3)n2O)cc1	-1.3	-0.5	-21	5
CC(=O)CC(=O)Nc1ccccc1-c1ccccc1	-1.2	-0.1	4	3
COc1ccc(CCNc2nc(NCCN3CCOCC3)nc3nc[nH]c23)cc1	-1.1	-0.1	-1	4
Cc1cc(/C=C2/NC(=O)N(c3ccccc3)C2=O)c(C)n1-c1ccncc1	-3.0	-0.1	-17	21
COc1ccc(-n2c(SCC(=O)N3CCCCC3)nc(O)cc2=O)cc1	0.0	-0.3	-12	-18
Cc1ccc(OC(=O)N[C@H]2C[C@H]3C(=O)N[C@@H](COCc4ccccc4)C(=O)N3C2)cc1	3.4	-0.1	-7	-3
CS(=O)(=O)N(CC(=O)NCCSc1ccccn1)c1cccc(Cl)c1	2.6	-0.1	-1	3
CC(=O)c1c(C)oc2ccc(NS(=O)(=O)c3cc([N+](=O)[O-])ccc3C)cc12	-0.6	0.8	1	5

Two of the compounds above, field by field.
> COc1ccc(-n2nc([N+](=O)[O-])c(=NCc3ccc(F)cc3)n2O)cc1
- GPR151 ag: -1.3
- FBW7 act: -0.5
- TEAD-YAP block: -21
- MITF primary: 5
> CC(=O)CC(=O)Nc1ccccc1-c1ccccc1
- GPR151 ag: -1.2
- FBW7 act: -0.1
- TEAD-YAP block: 4
- MITF primary: 3

The list continues.
compound	GPR151 ag	FBW7 act	TEAD-YAP block	MITF primary
CCCc1ccc(-c2ccc(C(=O)OCc3ccco3)cc2)nc1	-2.0	-0.1	52*	1
CN(Cc1ccc(C(=O)NCc2ccccc2Cl)c(=O)[nH]1)CC(O)c1ccccc1 (centres undefined)	0.8	0.2	3	10
O=C(O)/C(=C\c1ccc(Cl)cc1)NC(=O)c1ccccc1I	-0.6	-0.1	-3	-1
Cc1cccc(NS(=O)(=O)c2ccc(NC(=O)COc3ccccc3C)cc2)c1	3.1	0.1	15	6
CC(C)(C)c1ccc(OCC(=O)Nc2ccc3nn(-c4ccccc4)nc3c2)cc1	-0.3	0.0	-12	-10
OC1CCN(Cc2ccc(Cl)cc2Cl)CC1	-0.3	-0.1	9	19
CC1=C(C(=O)Nc2ccc(C)cn2)C(c2cccc(Oc3ccccc3)c2)C2=C(CC(C)(C)CC2=O)N1 (centres undefined)	-1.5	0.4	8	2
O=C(COC(=O)c1cc([N+](=O)[O-])ccc1Cl)NC1CCCCCC1	-0.4	0.1	1	8

(next part)
compound	GPR151 ag	FBW7 act	TEAD-YAP block	MITF primary
CC(=O)Oc1ccc(/C=C(/NC(=O)c2ccccc2)C(=O)Nc2ccc(C(=O)O)cc2)cc1	0.0	0.0	7	-19
CCOC(=O)c1c(NC(=O)CC(NC(=O)c2ccccc2)c2ccccc2)sc2c1CCC2 (centres undefined)	2.4	0.0	0	-4
COc1cccc(C2CC(=O)NC(SCC(=O)Nc3ccc(Br)cc3)=C2C#N)c1 (centres undefined)	0.7	0.3	10	-3
O=C(CSc1nc2ccccc2o1)Nc1nncs1	2.0	0.0	-4	0
O=C(/C=C/C=C/c1ccccc1)c1ccncc1	-1.4	0.8	3	12
CC(=O)c1cccc(NC(=O)CCCNS(=O)(=O)c2cc(C(C)(C)C)ccc2C)c1	1.0	0.0	-3	4
NNC(=O)/C(=C/c1cccs1)NC(=O)c1ccccc1Cl	-1.6	1.3	42*	11
O=C1OC(c2cccc(F)c2)=N/C1=C\c1ccccc1I	-1.8	0.1	4	12

Continuation:
compound	GPR151 ag	FBW7 act	TEAD-YAP block	MITF primary
CCOCCOC(=O)C1=C(C)NC(=O)CC1c1ccc(Cl)cc1Cl (centres undefined)	0.7	-0.1	8	-4
Cc1cc(Cl)ccc1OCC(=O)Nc1cccc(NC(=O)c2ccco2)c1	-0.5	0.0	-11	-9
Cn1c(C(=O)N2CCCCC2)cc2c(=O)[nH]c3ccccc3c21	0.6	-0.1	-9	-4
Cc1nc(N2CCN(C(=O)CCC(=O)O)CC2)c2c(C)c(C)sc2n1	3.7	-0.1	8	5
COc1ccc(CC(=O)Nc2ccc3nc4n(c(=O)c3c2)CCCCC4)cc1	0.0	0.0	-6	-13
CCN(CC)N=Nc1ccc(S(=O)(=O)N2CCSC2C(=O)O)cc1 (centres undefined)	-1.8	0.7	21	2
Cc1cccc(C)c1N(CC(=O)NCCSCc1ccccc1Cl)S(C)(=O)=O	0.1	0.2	9	12
COc1cccc(-c2cnc3[nH]c(=O)n(C4CCCC4)c3n2)c1	1.1	0.0	9	14

(listing goes on)
compound	GPR151 ag	FBW7 act	TEAD-YAP block	MITF primary
COC(=O)c1ccc(NC(=O)c2ccoc2C)cc1	-7.2	0.0	-34	14
N#Cc1c(SCc2ccccc2)cc([N+](=O)[O-])cc1[N+](=O)[O-]	0.2	-0.1	5	2
CC(C)(C)c1ccc(C(=O)Nc2ccc3nn(-c4cccc(Cl)c4)nc3c2)cc1	0.0	-0.1	3	3
Cc1cccc(C)c1NC(=O)CNCCN1CCOCC1	-1.3	0.4	1	92*
O=C(CSCc1cccc(Cl)c1)NCc1ccccc1	0.6	-0.1	-24	-14
O=C(CC(=O)N/N=C/c1cccs1)NCc1ccccc1	1.2	0.0	8	9
CC(C)(C)OC(=O)NC(Cc1ccc(OCc2ccccc2)cc1)C(=O)NC(CCC(=O)OCc1ccccc1)C(N)=O (centres undefined)	0.3	0.2	-2	5
CC(COc1ccccc1)N(CCCl)Cc1ccccc1 (centres undefined)	2.8&0.3&-0.9&-1.7	0.7&-0.1&0.0&0.1	-1&-3	-10&-6&-20&5

The list goes on.
compound	GPR151 ag	FBW7 act	TEAD-YAP block	MITF primary
COc1ccc(-c2noc(CN(C(=O)c3c(OC)cccc3OC)C(C)C)n2)cc1	0.1	-0.1	-1	13
c1nc(NCC2CCCO2)c2sc3nc(N4CCOCC4)c4c(c3c2n1)CCCC4 (centres undefined)	0.8	-0.1	-9	-12
COC(=O)CC1CN=NC1(NC(=O)OCc1ccccc1)C(=O)OCc1ccccc1 (centres undefined)	-0.4	-0.2	1	-15
CCOC(=O)CN(Cc1ccccc1F)S(=O)(=O)c1ccc(Cl)cc1	-0.2	0.9	11	13
Cc1ccc2occ(CN3CCc4c(nc(N5CC(C)OC(C)C5)[nH]c4=O)C3)c(=O)c2c1 (centres undefined)	1.5	1.1	8	10
O=C(Cc1ccccc1[N+](=O)[O-])c1ccccc1	-1.5	0.7	-26	3
COc1ccc(CCNC(=O)CSc2nc3ccsc3c(=O)n2CCCCCC(=O)NCc2ccc(C)cc2)cc1OC	-0.7	-0.2	16	-1
CC(C)CNC(=O)COC(=O)c1cncc(Br)c1	3.6	0.5	13	3

Remaining list, next part.
compound	GPR151 ag	FBW7 act	TEAD-YAP block	MITF primary
COC(=O)c1ccc(CO/N=C/c2ccc(OC)cc2OC)cc1	-0.5	0.1	-5	7
CN1C(=O)C(C)(C)c2cc(S(=O)(=O)NCC(=O)NCc3cccs3)ccc21	-1.6	0.1	6	-3
CCN(CC)C(=O)C1CCCN(Cc2ccc3c(c2)CN(Cc2ccsc2)CCO3)C1 (centres undefined)	2.2	-0.2	-7	4
O=C1CC(c2ccc(F)cc2)CC2=C1C(c1ccc([N+](=O)[O-])o1)Nc1ccccc1N2 (centres undefined)	1.5	-0.2	-16	0
COc1ccc(-n2cnc3cc(Nc4nnc(C)c5ccccc45)ccc32)cc1	-2.3	0.6	-23	16
O=C(NCc1noc2ccccc12)NC1CCCCC1	2.4	0.3	-13	6
COc1ccc2[nH]cc(CCN3C(=O)c4ccccc4C3=O)c2c1	-1.4	-0.1	-20	-2
CC(=O)c1cccc(S(=O)(=O)Nc2ccc(Br)cc2F)c1	0.3	0.1	2	5

Going on with the list:
compound	GPR151 ag	FBW7 act	TEAD-YAP block	MITF primary
CC(=O)c1cccc(NC(=O)Nc2ccc3c(c2)N(Cc2ccc(C)cc2)C(=O)CS3)c1	0.9	-0.1	16	2
OCCNC(=S)Nc1ccc(-c2n[nH]c(=S)o2)cc1	0.6	0.0	9	9
CCOc1ccc(NC(=O)CSc2nc3ccccc3n2S(=O)(=O)c2ccc(Br)cc2)cc1	2.4	-0.2	16	-1
CCOC(=O)c1c(C)[nH]c(C(=O)CSc2nc(C)nc3sc4c(c23)CCC4)c1C	0.4	0.0	7	0
